# CAL PDZ FP-1: inhibitors of human CAL PDZ peptide binding. purified CAL PDZ, TMR-peptide fluorescence polarization, 1 h. AID 504414. 330,000 compounds, 0.02% hits. inhibition, % at 20 µM;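 active = highest replicate inhibition of at least 40%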;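 also: plate controls were DMSO neutral control wells for no effect and unlabeled competitor peptide control wells for full effect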
#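 Assay system – tagged CAL PDZ protein CerCALP, purified · Timing – 1 h at RT · Compound – single point, 20 µM · Measured by – fluorescence polarization from S- and P-plane intensities, G-factor corrected · Evaluation – inhibition from polarization loss · Probe or stimulus – TMR reporter peptide T*-PRC34 · Buffer or medium – pH 7.4 phosphate-saline buffer, reducing agent, detergent, IgG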
# cardiac RTF act: cardiac RTF calcium sensitization; 340,000 compounds, 0.24% hits; activation, % at 7.2 µM; P19429+P45379; IANBD-labeled TnC RTF fluorescence at EC20 calcium; 0% EC20 calcium, 100% full calcium;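 active = activation above the mean over all tested compounds plus 3 SD, cut at about 30% in these data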;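 also: rise in fluorescence read as greater calcium sensitivity of cardiac thin filaments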
# Tat transport: blocks Tat-dependent protein export in E. coli; AID 488895; E. coli MC4100 TorA-mCherry Tat export, fluorescence; 340,000 compounds, 0.036% hits; inhibition, % at 10 µM;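 active = mean replicate inhibition at least 50% and at least half of replicates individually reaching 50%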;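 also: exported cargo escapes ClpAP degradation while cytoplasmic cargo is degraded and loses fluorescence; 0% = median of neutral control wells and 100% = median of NaSCN control wells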
# CDK5 p35 inh: blocks human CDK5/p35 kinase activity | Q00535+Q15078 | Recombinant CDK5/p35, ADP-Glo luminescence, 60 min | inhibition, % at 10 µM | 330,000 compounds, 0.01% hits;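 active = highest replicate inhibition of at least 50% and at least 75% of replicates reaching 50%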;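 also: plate controls were DMSO neutral control for no effect and GW8510 at 10 µM for full effect; many of its hits are not listed in these tables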
# Target sequence (Q00535 whole entry, looked up): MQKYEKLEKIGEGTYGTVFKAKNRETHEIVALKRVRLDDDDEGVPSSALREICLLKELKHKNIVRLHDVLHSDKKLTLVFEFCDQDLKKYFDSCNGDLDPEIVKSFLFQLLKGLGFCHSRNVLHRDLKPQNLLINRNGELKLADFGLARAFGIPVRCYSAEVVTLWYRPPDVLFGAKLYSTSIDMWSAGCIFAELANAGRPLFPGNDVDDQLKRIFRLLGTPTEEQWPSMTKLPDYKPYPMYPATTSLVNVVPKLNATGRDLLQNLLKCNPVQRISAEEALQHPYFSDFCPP
# Target sequence (Q15078 whole entry, looked up): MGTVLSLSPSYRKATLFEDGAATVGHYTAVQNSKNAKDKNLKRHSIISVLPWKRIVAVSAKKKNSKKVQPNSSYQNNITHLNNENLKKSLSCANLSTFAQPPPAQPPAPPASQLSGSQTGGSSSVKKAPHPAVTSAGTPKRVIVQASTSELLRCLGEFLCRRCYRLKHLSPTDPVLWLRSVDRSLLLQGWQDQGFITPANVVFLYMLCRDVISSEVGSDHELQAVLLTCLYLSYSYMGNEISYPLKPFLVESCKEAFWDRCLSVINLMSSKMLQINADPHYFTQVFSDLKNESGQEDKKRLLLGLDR
# CAL PDZ FP-2: CAL PDZ (human) peptide binding inhibition; purified CAL PDZ, TMR-peptide fluorescence polarization, 1 h; inhibition, % at 24.9 µM; 300,000 compounds, 0.92% hits; AID 602252;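 active = mean inhibition of at least 30% with at least half of replicates also reaching 30%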;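 also: 0% = DMSO neutral control and 100% = excess unlabeled competitor peptide PRC23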
# MITF TRPM1 HTS: increases MITF-driven TRPM1 promoter luciferase signal | AID 588334 | 300,000 compounds, 0.75% hits | SK-MEL-5 TRPM1-promoter luciferase, 24 h; % of positive control, neutral wells = 0 | activation, % at 12.5 µM;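 active = mean activation of at least 80% with every replicate also reaching 80%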;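 also: 0% = neutral control wells and 100% = parthenolide positive control wells; values of inactives mirror those of a sister screen read the other way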
# V-ATPase pH: alters yeast V-ATPase proton transport; S. cerevisiae, pHLuorin cytosolic pH fluorescence; 350,000 compounds, 0.37% hits; response, % at 10 µM; in the data active = response mostly above about 7.3%, no sharp cut-off; inactive = mostly below about 5.4%; also: actives read high; inactives centre near 0; some compounds called inactive have numbers as strong as hits; reference of the scale not given here
# dFosB activator: mouse delta FosB homodimer activation | P13346 | purified delta FosB, TAMRA-CDK5 oligo fluorescence polarization; percent of positive-control signal above neutral wells | activation, % at 25 µM | 340,000 compounds, 0.99% hits | AID 493131;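 active = mean activation above about 17%, with every replicate also reaching it, limit read from the data, passing the limit was not always enough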;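 also: fluorescence polarization rise as delta FosB binds a TAMRA Cdk5 AP-1 oligo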
# Rtt109 Vps75: blocks Candida albicans Rtt109/Vps75 acetyltransferase activity; purified Rtt109/Vps75, ThioGlo CoA-SH fluorescence, 4 h; 330,000 compounds, 0.16% hits; AID 540336; Q5AAJ8; inhibition, % at 34.9 µM;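 active = inhibition of at least 50% in every replicate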
# Target sequence (Q5AAJ8 whole entry, looked up): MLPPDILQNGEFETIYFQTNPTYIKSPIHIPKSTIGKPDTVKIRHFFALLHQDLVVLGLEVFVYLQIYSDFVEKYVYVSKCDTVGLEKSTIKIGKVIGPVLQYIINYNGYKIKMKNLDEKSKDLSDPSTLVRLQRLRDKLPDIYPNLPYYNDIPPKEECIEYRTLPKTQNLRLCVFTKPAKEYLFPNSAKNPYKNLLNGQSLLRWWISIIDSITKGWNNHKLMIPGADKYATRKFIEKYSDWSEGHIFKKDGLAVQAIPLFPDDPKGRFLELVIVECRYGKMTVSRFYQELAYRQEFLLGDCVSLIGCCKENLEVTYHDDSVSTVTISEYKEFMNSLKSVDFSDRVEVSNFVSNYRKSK
# Wnt act: Wnt/beta-catenin pathway activation | Wnt/beta-catenin reporter cell assay, activator, plate reader | activation, % at 9.35 µM | 300,000 compounds, 1.2% hits; in the data active = activation above about 30%, passing the limit was not always enough;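 also: 0% = neutral control wells and 100% = positive control wells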
# The depositor's hits bear a star; x = no result given; & = joins results of further samples. Only part of the results is shown; count on the stated rates, not on these rows.
SMILES,CAL PDZ FP-1,cardiac RTF act,Tat transport,CDK5 p35 inh,CAL PDZ FP-2,MITF TRPM1 HTS,V-ATPase pH,dFosB activator,Rtt109 Vps75,Wnt act
COc1cc2c(cc1O)C[C@H]1NCCc3cc4c(c-2c31)OCO4,-0.9,5,-11,3.6,1,-18,-4,24*,-3,9
O=C(COC(=O)Cc1ccccc1)Nc1cccnc1Cl,-0.1,0,1,-0.2,-1,-15,1,-2,-3,0
C=C1C(=O)O[C@@H]2C[C@@H](C)[C@@H]3C4OC4C(=O)[C@@]3(C)[C@@H](O)[C@H]12 (some centres undefined),-1.3,-8,-1,-0.9,-4,-100,3,-1,7,-26
C[C@H](N)CN1CCc2ccc(Br)cc21,0.0,3,2,1.9,-5,1,-2,0,1,-2
O=c1[nH]c(=O)n(CCC2=CCCCC2)c(O)c1/C=N/N1CCOCC1,-0.2,-6,5,-0.7,-6,-4,-3,-2,-10,-3
C=CC1CN2CCC1CC2c1[nH]c2ccccc2c1CCO (centres undefined),0.0,-6,-10,x,-4,-12,0,3,-2,x
CC(=O)/C=C/c1ccccc1,-0.4,6,0,-0.6,-2,-4,-1,-1,-5,-1
CN(C)C(=O)Oc1ccc(OCc2n(C)c3ccccc3[n+]2C)cc1,0.6,-4,-4,-2.2,0,-1,1,-1,9,-2
CCOC(=O)C1(c2ccccc2)CCN(CCc2ccc(NC(=O)CCC(=O)O)cc2)CC1,0.0,2,-3,1.0,-4,-17,-2,-3,7,-6
CCC(=NCCCn1ccnc1)c1c(O)n(-c2ccccc2)c(=O)[nH]c1=O,-0.1,3,-9,1.8,x,-5,2,4,1,1
O=C1NC(=O)C(=CCc2ccccc2)C(=O)N1,-1.0,-5,8,-1.8,-1,3,2,-6,-3,-1
Cc1cccc(OCC(=O)N2CCN(Cc3ccc4c(c3)OCO4)CC2)c1,-2.1,-9,-3,-0.6,-2,-17,0,-3,6,-1
COc1ccc(OC)c(CNCCc2ccc(OC)c(OC)c2)c1,x,-23,-14,-0.6,3,0,-5,4,18,2
COC1=C(C)C(=O)O[C@]12C(=O)C(C)=C1CCCCN3[C@H]([C@@H]4C[C@H](C)C(=O)O4)CC[C@]132,-1.0,-2,-5,-1.1,-1,0,-4,-1,4,0
Cc1cc(/C=C2\C(=O)NC(=O)N(c3ccc(Br)cc3)C2=O)c(C)n1-c1cc(C(=O)O)cc(C(=O)O)c1,-0.3,0,3,-9.3,2,0,3,-18,-13,1
COC(=O)C1=C(c2ccc(OC(F)(F)F)cc2)C[C@@H]2CC[C@H]1N2C(=O)NC1CC1,-0.6,-6,-3,0.4,-3,6,9,0,2,0
CCCCn1c(=O)c(C(=O)Nc2ccc(C)cn2)c(O)c2ccccc21,0.2,-7,7,1.3,0,-20,4,-8,3,x
O=C(c1ccc(Cl)cc1)C1CCCN(Cc2cccc3cccnc23)C1 (centres undefined),-1.8,3,1,2.4,-3,-6,1,-7,4,-2
COc1cc(CCN)ccc1O,0.7,1,-3,0.1,1,-4,4,4,-1,6
CC1(C)CC2(CCO1)NCCN1C(=O)CSC12 (centres undefined),x,-5,-5,1.8,1,1,-5,1,3,2
CCC(=NCc1ccco1)c1c(O)n(-c2ccc(C)cc2)c(=O)[nH]c1=O,-1.4,-2,-1,1.2,-1,22,-1,-16,-16,x
COC(=O)C1=C(c2cccc(OCc3ccccc3)c2)C[C@@H]2CC[C@H]1N2C(=O)NCc1ccccc1,-1.6,0,14,-0.8,-1,x,10,-6,-11,-6
CC(=NCC1CCCO1)c1c(O)n(C)c(=O)n(C)c1=O (centres undefined),0.2,0,-3,-1.2,x,-6,-2,1,2,x
CCCCn1c(O)c(C(C)=NCCCn2ccnc2)c(=O)[nH]c1=O,1.6,1,-2,-0.2,0,x,-4,-1,-5,x
CCCCn1c(O)c(C(CC)=NCc2ccco2)c(=O)[nH]c1=O,-4.0,11,-2,2.1,x,-3,1,-19,4,x

# Later entries
SMILES,CAL PDZ FP-1,cardiac RTF act,Tat transport,CDK5 p35 inh,CAL PDZ FP-2,MITF TRPM1 HTS,V-ATPase pH,dFosB activator,Rtt109 Vps75,Wnt act
COC(=O)C1=C(c2ccc(-c3ccccc3)c(F)c2)C[C@@H]2CC[C@H]1N2C(=O)NCC1CC1,-0.6,-10,1,2.4,1,-4,-7,7,2,9
COc1ccc(CN2C(=O)NC(=O)/C(=C\c3cc(OC)c(OC)c(OC)c3)C2=O)cc1,-0.5,1,5,-1.5,1,-2,-1,-8,10,-2
N#CCN1CCN(c2ccc(C(F)(F)F)cc2)CC1,-0.7,-4,0,0.1,-4,13,-3,8,3,-2
Cc1c(C(=O)N2CCC3(CC2)OCCO3)oc2ccccc12,-2.3,3,0,-4.3,x,13,3,-2,-1,x
Cc1cnc(NC(=O)CN2CCCCC2)s1,x,-3,-2,2.5,-8,-8,-2,-2,-9,0
COc1ccc2oc3c(c2c1)NC(=O)CN=C3c1ccccc1,-1.5,0,-6,-0.6,-7,-11,5,-6,-11,1
CCN(CC)c1ccc(CNCCc2ccc(F)cc2)cc1,-1.4,3,7,0.4,-4,-3,2,7,9,0
O=c1[nH]c(=O)n(C2CCCCCC2)c(O)c1C=NCCCN1CCOCC1,0.0,-4,-2,0.3,-2,8,0,-6,5,-1
O=P(Nc1cccc(F)c1)(Oc1ccccc1F)Oc1ccccc1F,0.3,5,29,-0.8,1,x,-4,-11,1,1
COc1ccc(-c2nn(CCC#N)cc2C(=O)NCc2ccccc2)cc1OC,-1.8,-1,-3,-3.0,-6,x,-3,6,-3,-1
COc1cccc(Oc2coc3cc(OC(=O)N(C)C)ccc3c2=O)c1,0.0,3,15,0.7,-4,-13,0,-3,14,5
CC1CCCC(NC(=O)COC(=O)c2cn(C)c3ccccc23)C1C (centres undefined),-0.1,-4,-4,-3.1,0,-2,1,-8,6,6
O=P(Oc1ccc(Cl)cc1)(N1CC1)N1CC1,-0.8,2,-7,-1.2,-2,1,-4,-10,-6,-1
CN=C(SCc1ccccc1)c1c(O)n(C)c(=O)n(C)c1=O,-0.6,-1,14,-5.2,-2,2,6,2,6,-2
CCCc1nnc(NC(=O)CCC(=O)N2CCC3(CC2)OCCO3)s1,0.5,-1,1,0.2,-3,x,3,2,8,1
O=C1NC(=S)NC(=O)C1c1ccccc1,0.3,-3,2,1.8,8,9,0,1,15,-1
COc1ccc(-n2c(O)c(C(C)=NCCCn3ccnc3)c(=O)[nH]c2=O)cc1,-0.2,2,-2,0.6,-5,19,-4,4,-4,x
O=C(c1ccc(CS(=O)(=O)c2ccccc2)o1)N1CCC2(CC1)OCCO2,-2.3,-1,4,0.2,1,x,5,-2,x,-2
COc1cc(C(=O)N/N=C/C23CC[C@@H](O)CC2(O)CC[C@@H]2[C@@H]3CCC3(C)C(C4=CC(=O)OC4)CCC23O)ccc1O (some centres undefined),-1.9,-1,-8,-1.0,0,10,-4,-1,6,-2
CN(C)CC#CCC(O)(c1ccccc1)C1CCCC1 (centres undefined),-0.2,-2,8,-1.0,x,16,0,0,-12,-4
O=C(COC(=O)Cc1ccccc1)NCCNC(=O)COC(=O)Cc1ccccc1,-3.2,2,-13,-2.0,-6,2,1,2,2,2
CC[n+]1c(-c2ccccc2)c2cc(N)ccc2c2ccc(N)cc21,-2.6,2,5,0.2,-5,-64,-1,8,3,-4
Cn1c[n+](C)cc1C(O)c1ccccc1 (centres undefined),-0.8&0.7,4&1,9&-2,-8.0&-3.4,-4&-3,2,-1&1,-5&6,-10&-5,-8
c1ccc2nc(N3CCNCC3)ccc2c1,-0.8&0.3,1&9,6&-10,1.1&1.1,-3&9,5&10,-1&0,-2&4,-1&11,-2&-1
COc1ccc(OC)c(NC2=NCCS2)c1,-0.6,2,1,-1.5,x,-14,2,-5,4,-1

# (further entries)
SMILES,CAL PDZ FP-1,cardiac RTF act,Tat transport,CDK5 p35 inh,CAL PDZ FP-2,MITF TRPM1 HTS,V-ATPase pH,dFosB activator,Rtt109 Vps75,Wnt act
COc1ccc(C(=O)C2CCCN(Cc3ccc(C)s3)C2)c(OC)c1 (centres undefined),-1.3,1,-2,0.4,1,2,-2,-9,14,-3
c1ccc(C(c2ccccc2)c2cccnc2)cc1,22,-3,5,0.2,x,-1,1,-1,-9,-3
Cc1ccccc1-n1c(O)c(/C=N/c2nccs2)c(=O)[nH]c1=O,-0.2&-2.9,-3&2,-6&-1,-6.8&-2.5,-1&-2,-3&-10,0&-2,5&6,0&7,-1&12
C=CCn1c(O)c(C=NCCCn2ccnc2)c(=O)[nH]c1=O,-0.7,5,-2,0.8,5,0,-1,-5,7,-1
C=CCn1c(O)c(C(C)=NCCC(c2ccccc2)c2ccccc2)c(=O)[nH]c1=O,-1.6,1,2,-1.0,-4,15,9,-8,-12,x
CCN(CC)C(=O)c1ccc(NC(=O)COc2ccccc2F)cc1,-0.8,-1,-3,2.2,x,31,-4,-2,8,3
C[C@H](NC(=O)N1C[C@H]2C[C@@H](C1)c1cccc(=O)n1C2)C(=O)Nc1ccc(F)c(F)c1,0.7,-9,-1,1.8,-4,-1,0,-3,-8,1
C=CCn1c(O)c(C=Nc2ccc(OC)cc2C)c(=O)[nH]c1=O,-2.9,-3,6,2.0,-2,4,-6,3,-19,3
CC(C)c1ccc(C2NCc3ccccc3-n3cccc32)cc1 (centres undefined),-0.5,-1,6,0.6,-3,-4,-2,-7,8,-4
Cc1c(N=Nc2c(O)n(-c3ccc(Br)cc3)c(=O)[nH]c2=O)c(=O)n(-c2ccccc2)n1C,0.1,3,0,-1.0,x,x,6,2,-3,1
COC(=O)C1=C(c2ccc(F)cc2F)C[C@@H]2CC[C@H]1N2C(=O)NC1Cc2ccccc2C1,-1.2,-1,2,-2.4,0,-6,-1,-6,6,-1
O=[N+]([O-])c1cccc(CN2CCN(Cc3ccc(Br)cc3)CC2)c1,-3.2,0,-2,1.7,0,-8,1,0,-10,-4
Cc1cc(OCC(=O)N2CCC(C(=O)NCC(C)C)CC2)c2c3c(c(=O)oc2c1)CCCC3,-3.6,-6,-3,2.4,-3,-25,2,3,1,0
COc1ccc(C2SCC(=O)Nc3c2c(C)nn3C2CCOC(C)(C)C2)cc1 (centres undefined),-1.4,1,-1,2.3,-3,x,-5,-3,5,1
CC(C)c1ccc(N=Nc2c(O)[nH]c(=O)[nH]c2=O)cc1,0.8,x,-23,0.6,x,x,-2,-2,-3,12
Cn1c(O)c(N=Nc2cccc(S(=O)(=O)N3CCOCC3)c2)c(=O)n(C)c1=O,-1.1,-1,3,-1.1,-1,-8,2,-10,x,-6
CCC12CN3CCN(CC(C3)/C1=N\O)C2,0.8,2,-5,-1.1,-3,-7,2,2,6,x
COc1ccc2nc(NC3=NCCN3)sc2c1,-0.5,2,1,1.0,1,17,2,-6,-3,13
CN1C(=O)NC(=O)/C(=C/c2ccc([N+](=O)[O-])s2)C1=O,0.1,2,4,1.4,1,x,130*,-15,23,-1
NCCCCCC(=O)OC1N=C(c2ccccc2Cl)c2cc(Br)ccc2NC1=O (centres undefined),-1.7,-2,1,0.3,x,-1,0,-6,24,-3

# Bioassay records: PubChem BioAssay, several laboratories
